# Screens as filed in PubChem.
# GlmU inhibition – inhibition of mycobacterial GlmU enzyme – biochemical, glucosamine-1-phosphate acetyltransferase (AID 1376); M. tuberculosis GlmU acetyltransferase enzyme assay; higher % means a stronger effect; inhibition, %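 (tested at 30 µM in the primary screen)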; hits with a dose series show IC50 in µM; 220,000 compounds, 0.25% hits; in the data active = inhibition above about 13%; inconclusive = no clear call, values can overlap the other calls;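 note: 0% = complete reaction with vehicle and 100% = reaction without substrate; strong numbers were not always called active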
# Mtb RmlCD inh – blocks M. tuberculosis RmlC and RmlD coupled enzymes; P9WH09+P9WH11; RmlC+RmlD coupled enzyme assay, percent inhibition; primary screen in compound mixtures; inhibition, % at 3.6 µM; 160,000 compounds, 0.03% hits; AID 1533; in the data active = inhibition mostly above about 34%, no sharp cut-off; inconclusive = no clear call, values can overlap the other calls; inactive = mostly below about 22%; note: some results filed as inactive read as strong as hits
# Target sequence (P9WH09 whole entry, looked up): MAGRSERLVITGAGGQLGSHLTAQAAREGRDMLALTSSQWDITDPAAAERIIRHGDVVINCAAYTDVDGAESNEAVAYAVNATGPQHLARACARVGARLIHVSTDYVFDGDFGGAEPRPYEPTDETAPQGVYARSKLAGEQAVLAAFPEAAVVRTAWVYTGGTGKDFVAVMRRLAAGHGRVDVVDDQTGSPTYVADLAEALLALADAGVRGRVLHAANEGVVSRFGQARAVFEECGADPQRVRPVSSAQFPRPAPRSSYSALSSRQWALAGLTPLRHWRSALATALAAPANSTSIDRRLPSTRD
# Target sequence (P9WH11 whole entry, looked up): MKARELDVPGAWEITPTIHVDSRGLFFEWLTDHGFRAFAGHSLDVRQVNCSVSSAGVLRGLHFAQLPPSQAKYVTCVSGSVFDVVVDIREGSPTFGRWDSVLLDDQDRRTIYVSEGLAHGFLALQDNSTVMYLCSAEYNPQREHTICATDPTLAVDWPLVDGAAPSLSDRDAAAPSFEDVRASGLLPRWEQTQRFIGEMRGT
# * marks the source's active call; other numbers are inactive results; ? = inconclusive; / = no result given. An excerpt; rates above refer to the full screens.
# The line under a structure holds: GlmU inhibition | Mtb RmlCD inh
CCOC(=O)CNC(=O)CSc1nc2cccnc2n1Cc1ccccc1
 : -0.9% | 24
c1cncc(-c2nc3ccccc3[nH]2)c1
 : 0.4% | -10
CC(C)CNP(=S)(c1ccccc1)C(C)(C)C (configuration not stated)
 : 1.1% | -14
CCNC(=S)N1CCc2cc(OC)c(OC)cc2C1COc1ccccc1OC (configuration not stated)
 : 2.4% | 4
CCOc1ccc(S(=O)(=O)Nc2cc(Cl)ccc2O)cc1
 : 0.6% | /
CSc1nc(-c2ccco2)nn1C(=O)Cc1ccccc1
 : -2.8% | /
C=CCn1c(Cc2nc3ccc(Cl)cc3[nH]2)n[nH]c1=S
 : 4.4% | 7
CC(=O)Nc1nc(C)c(-c2csc(Nc3ccc(O)cc3)n2)s1
 : 11% | 12
Cn1nccc1C(=O)N1CCN(c2ncccn2)CC1
 : -2.6% | /
Cc1cc(C)n2nc(CC#N)c(C#N)c2n1
 : 9.2% | -9
O=C(Oc1cccc2ccccc12)c1cc(Cl)nc2ccccc12
 : -4.2% | 7
S=c1[nH]nc(/C=C/c2ccccc2)o1
 : 0.4% | /
CCOC(=O)c1c(NC(=O)COC(=O)c2cc(OC)c(OC)cc2[N+](=O)[O-])sc(C)c1C
 : 0.2% | -9
CCOc1ccc(NS(=O)(=O)CC23CCC(CC2=O)C3(C)C)cc1 (configuration not stated)
 : 1.9% | /
COC(=O)c1sc(NC(=O)c2c(OC)cccc2OC)c(C#N)c1C
 : -7.4% | -42

# Full records, quoted from the list. Values in the order: GlmU inhibition	Mtb RmlCD inh
# CCOC(=O)c1c(NC(=O)COC(=O)c2cc(OC)c(OC)cc2[N+](=O)[O-])sc(C)c1C in the list: 0.2%	-9
# S=c1[nH]nc(/C=C/c2ccccc2)o1 in the list: 0.4%	/
# CCOC(=O)CNC(=O)CSc1nc2cccnc2n1Cc1ccccc1 in the list: -0.9%	24
# COC(=O)c1sc(NC(=O)c2c(OC)cccc2OC)c(C#N)c1C in the list: -7.4%	-42

# Next part:
# The line under a structure holds: GlmU inhibition | Mtb RmlCD inh
CN(CC(=O)Nc1ccccc1-c1ccccc1)C1CCCCC1
 : -0.3% | /
COc1ccc(-c2noc(-c3ccoc3C)n2)cc1
 : 2.7% | 0
CCCN1CNC(=S)N(Cc2ccccc2)C1
 : 0.1% | /
COc1ccc(S(=O)(=O)N(C)C)cc1NCC(=O)Nc1ccc(Br)cc1F
 : 2.0% | -15
Cc1c(C=O)c2ccccc2n1Cc1cccc(F)c1
 : 8.8% | 9
COC(=O)c1ccccc1NC(=O)COC(=O)/C=C/c1ccco1
 : 1.6% | 13
CCOC(=O)c1sc(NC(=O)c2sccc2C)cc1C
 : -3.0% | -1
Cc1nn2c3ccccc3n(C)c2nc1=O
 : -2.0% | -10
CC(C)=CCN1CCN(Cc2cccn2-c2nccs2)CC1CCO (configuration not stated)
 : 4.4% | -2
CCOc1ccc(OC(=O)C(CCS(C)(=O)=O)N2C(=O)c3ccccc3C2=O)cc1 (configuration not stated)
 : 0.8% | -12
Cc1cccc(N(C(=O)c2csnn2)C(C(=O)NC(C)(C)C)c2cccnc2)c1 (configuration not stated)
 : 3.9% | -7
Cc1nn(C)c(Oc2ccccc2)c1CCNS(=O)(=O)c1ccc(Cl)cc1
 : 4.5% | /
CCOn1c(=O)c(-c2cccc3ccccc23)[n+]([O-])c2ccccc21
 : -2.6% | -5
COc1cc2c3nnc(-c4ccc(F)cc4)c-3cn(Cc3cccc(C)c3)c2cc1OC
 : -3.3% | 7
CCCCc1[nH]nc2c1C1(C(=O)N(CC)c3ccccc31)C(C#N)=C(N)O2 (configuration not stated)
 : -0.2% | -60
CCOc1ccccc1N(CC(=O)O)S(=O)(=O)c1ccc(C)cc1
 : -1.4% | -7
Nc1ccc2nc(SCC(=O)N3CCN(c4ccccc4)CC3)sc2c1
 : 1.9% | 37
CC(=O)NS(=O)(=O)c1ccc(N2C(=O)c3ccccc3C2=O)cc1
 : -3.9% | -1
Cc1cccc(OC(=O)c2sc3ncn(C)c(=O)c3c2C)c1
 : / | -1
Cc1cc(C(=O)N/N=C/c2cccnc2)cs1
 : -2.6% | 1
Cc1c(-c2ccccc2)[n+](=O)c2c(n1[O-])CCCCC2
 : -1.4% | -7
Cc1cccc(-n2c(=S)[nH]c3c(oc4ccccc43)c2=O)c1
 : -1.4% | 5
O=[N+]([O-])c1cc(C(F)(F)F)ccc1Sc1ccccn1
 : 6.2% | -14
COC(=O)CSc1nc(N)nc(C)c1Br
 : 1.1% | 6
COc1cccc(-c2ccc(=O)n(CC(=O)Nc3ccc(S(=O)(=O)NCC(C)C)cc3)n2)c1
 : 0.4% | 8
O=C(CNCCC1=CCCCC1)Nc1ccccc1N1CCCCCC1
 : -2.3% | /
O=C(Nc1ccccc1-c1nnn(CC(=O)N2CCc3ccccc3C2)n1)C1CCC1
 : 1.4% | ?
Cc1cc(C(=O)CN2C(=O)C(=O)N(Cc3ccccc3)C2=O)c(C)n1-c1ccc2c(c1)OCCO2
 : -0.7% | -7
Cc1ccccc1-c1nc(CN2CCCC2c2ccc(F)cc2)c(C)o1 (configuration not stated)
 : 1.9% | 4
Cc1nnc(N2CCOCC2)c2nn(-c3ccccc3)c(C)c12
 : -7.1% | -11
CN(C)CCCN(Cc1ccccc1)C(=S)Nc1ccc(F)c(Cl)c1
 : -5.0% | /
Cc1ccc(NCc2nnc(SCC(N)=O)n2CCc2ccccc2)cc1
 : -1.8% | 12
COc1ccc(S(=O)(=O)N2CCOCC2)cc1C(=O)Nc1ccon1
 : -1.3% | 28
CCN1C(=O)/C(=C/N2CC(C)CC(C)C2)SC1=S (configuration not stated)
 : -3.1% | /
CSc1ncccc1-c1nc2ccccc2[nH]1
 : -4.2% | /
COC(=O)C1=NN(c2cccc(C)c2)C2C(=O)N(c3ccccc3OC)C(=O)C12 (configuration not stated)
 : 2.9% | -6
Nc1ncnc(Nc2ccccn2)c1[N+](=O)[O-]
 : -6.7% | /
COc1ccc(CN2CCN(C(=O)c3cccnc3)CC2)cc1Br
 : -4.0% | /
CCN(CC)S(=O)(=O)N1CCC(C(=O)NCCC2=CCCCC2)CC1
 : -4.0% | -12
O=Cc1ccc(-c2nc3ccccc3s2)o1
 : 5.2% | 0
COc1ccccc1N1CCN(C(=O)c2cc(-c3ccco3)on2)CC1
 : 2.0% | -6
O=[N+]([O-])c1cccc(NC(=S)N2CCc3ccccc3C2)c1
 : -2.0% | 4
NS(=O)(=O)c1ccc(NNC(=O)c2ccccc2C(=O)O)cc1
 : -3.5% | 13
Cc1nc(/N=C\N(C)C)sc1C(=O)Nc1ccccc1
 : -5.8% | -8
Cc1ccc(-n2c(SCC(=O)Nc3cccc(C)c3)nc3c(oc4ccccc43)c2=O)cc1
 : -6.9% | 0
O=S1(=O)CCC(NS(=O)(=O)/C=C/c2ccccc2)C1 (configuration not stated)
 : -4.2% | /
CC(C)C(O)(C#CCN1CCCCC1)C(C)C
 : 2.0% | 8
Cc1ccccc1C(=O)Nc1ccc(C(=O)NNC(=O)CCCOc2ccc(Cl)cc2Cl)cc1
 : 1.6% | /
CCC(=O)N1CCc2cc(S(=O)(=O)CCC(=O)Nc3ccc(CC)cc3)ccc21
 : / | 3
Cc1c(Cl)cccc1N1CC(C)(C)C1=O
 : 6.7% | -2
Cc1nn(Cc2ccccc2Cl)c(C)c1C(=O)OCC(=O)N1CC(C)OC(C)C1 (configuration not stated)
 : -0.3% | 17
O=C(N/N=C/c1cccc([N+](=O)[O-])c1)c1ccccc1-n1cccc1
 : 0.3% | 6
Nc1nnn(CC(=O)N/N=C/c2cn[nH]c2-c2ccccc2)n1
 : -3.3% | 4
O=C(Nc1ccc(Cl)cc1)NC1CCS(=O)(=O)C1 (configuration not stated)
 : 6.0% | 6
COc1ccc(N2CCN(C(=O)c3ccc(Br)cc3)CC2)c([N+](=O)[O-])c1
 : 5.5% | 33
COC(=O)c1ccc(OC)c(CSc2nnc(COc3ccc(OC)cc3)o2)c1
 : -5.4% | 7
Cc1nc2ccccc2c2nc(NC(=O)Cc3ccccc3)nn12
 : 3.6% | /
Cc1c(N=Cc2cccs2)c(=O)n(-c2ccccc2)n1C
 : 7.3% | /
O=C(Cc1cccc(C(F)(F)F)c1)Nc1ccccc1
 : -5.8% | -1
COc1cc(-c2nnc(CSc3nnc(Nc4ccc(Oc5ccccc5)cc4)s3)o2)cc(OC)c1OC
 : -2.7% | 14

# Next part.
# The line under a structure holds: GlmU inhibition | Mtb RmlCD inh
c1ccc(OCCOCCN2CCOCC2)cc1
 : -0.7% | -2
CCOC(=O)C(=O)N1CCN(c2cc3c(cc2[N+](=O)[O-])n(C)c(=O)n3C)CC1
 : 4.2% | 8
CN(/N=C/c1cccs1)c1cc(=O)n(C)c(=O)[nH]1
 : 4.6% | /
COc1cc(OC)cc(OCC(O)Cn2ccnc2C)c1 (configuration not stated)
 : -4.2% | -7
O=C(OCc1c(Cl)nc2sccn12)c1cc2c(s1)CCCC2
 : / | -6
O=C(CSc1nnc2ccccn12)NCc1ccc2c(c1)OCO2
 : -0.3% | 12
C=CCNC(=O)/C(=C/c1ccccc1OCC)NC(=O)c1ccccc1
 : 1.2% | /
CCOC(=O)N1N=C(C)CC1(O)c1ccc(Cl)cc1 (configuration not stated)
 : 0.4% | -7
CC1(C)CC(NC(=O)C(=O)NCCc2ccccc2)CC(C)(C)N1
 : 4.4% | 13
Cc1ccc(CNC(=O)c2ccccc2-n2cnnn2)cc1
 : / | -4
Cc1ccc(N(CC(=O)Nc2cc(Cl)ccc2Oc2ccccc2)S(C)(=O)=O)cc1C
 : 7.1% | 3
COc1ccc(S(=O)(=O)NCCSCc2ccco2)cc1OC
 : 1.3% | /
COc1ccc(/C=N\NC(=O)C2COc3ccccc3O2)cc1O (configuration not stated)
 : -5.6% | 3
CCOc1ccc(N(C(C)C(=O)N/N=C(\C)C(C)(C)C)S(C)(=O)=O)cc1 (configuration not stated)
 : 6.2% | /
CN1CCN(C(=O)C2=C[C@H](C3CC3)C[C@H](OCc3ccc(CO)cc3)O2)CC1
 : -0.7% | /
Cc1nc([N+](=O)[O-])cn1CC(=O)c1ccccc1
 : -4.2% | 9
O=C(C1CC(=O)N(C2CCCCCCC2)C1)N1CCC2(CC1)OCCO2 (configuration not stated)
 : 1.9% | -6
COc1ccc(/C(O)=C2/C(=O)C(=O)N(CCN(C)C)C2c2cccnc2)cc1C (configuration not stated)
 : 1.4% | 5
CC(C)(C)C(=O)Nc1ccc(F)cc1[N+](=O)[O-]
 : 5.4% | 49
O=C(c1ccco1)N1CCN(C(=O)C2CCCO2)CC1 (configuration not stated)
 : 2.0% | /
COc1ccccc1NC(=O)NCC(=O)Nc1ccc(F)c(F)c1
 : -2.7% | -1
CN(C)CC(=O)Nc1ccc(Oc2ccc(Cl)cc2)cc1
 : 0.0% | 8
Cc1nn(C)c(Cl)c1/C=C/C(=O)O
 : -0.3% | 1
CC(=O)NC(=S)Nc1ccc(NC(=O)COc2ccc(Cl)cc2Cl)cc1
 : 5.4% | /
Cc1cc(NC(=O)c2ccc(Cl)cc2Cl)n(CCC#N)n1
 : -2.8% | -12
Cc1ccc(CN(c2ccc(C(=O)NCC3CCCO3)cc2)S(C)(=O)=O)cc1 (configuration not stated)
 : -4.9% | -11
COc1ccc(OC)c(C2CC(c3ccccc3)=NN2C(=S)Nc2ccccc2)c1 (configuration not stated)
 : 2.2% | /
O=C(CSc1ncn[nH]1)N1CCN(c2nnc(-c3ccccc3)c3ccccc23)CC1
 : 1.3% | 16
O=C(CN1CCCC1)Nc1ccc(NC(=O)Nc2ccccc2)cc1
 : -0.6% | /
O=c1[nH]cnc2c1sc(=S)n2-c1ccccc1
 : -3.8% | 8
Oc1c(C(c2ccccc2Cl)N2CCCC2)ccc2cccnc12 (configuration not stated)
 : -1.5% | 2
CCC(Sc1nc2ccccc2c(=O)[nH]1)C(=O)O (configuration not stated)
 : 0.2% | /
CCN1CCN(c2ccc(NC(=O)Cc3ccccc3)cc2)CC1
 : 3.0% | 1
COc1ccc(NC(=O)CC2C(=O)N(Cc3cccs3)C(=S)N2C(C)C)cc1 (configuration not stated)
 : 1.6% | 7
CCCCCCn1cc(C(=O)O)c(=O)c2ccccc21
 : 5.1% | 9
COc1ccc(NC(=O)Nc2cccc(NC(C)=O)c2)c(OC)c1
 : 0.6% | -1
COc1ccc(-c2nnc(SCC(=O)Nc3nc4ccccc4s3)n2C)cc1
 : / | -4
CCC(C)OC(=O)C1=C(C)OC23OC(N)=C(C#N)C12C(=O)c1ccccc13 (configuration not stated)
 : 0.0% | /
Cc1nc(SCC(=O)Nc2c(C)nn(C)c2C)c2cnn(-c3ccccc3)c2n1
 : 1.1% | 0
COc1c(S(=O)(=O)NCCCN2CCOCC2)ccc(Cl)c1Cl
 : 0.8% | /
CCOc1ccc(NC(=O)COc2ccccc2)c([N+](=O)[O-])c1
 : -5.0% | -9
CC(CNC(=O)c1cncc(O)c1)NC(=O)c1cncc(O)c1 (configuration not stated)
 : 0.4% | /
COc1ccc(C(=O)NC(=S)Nc2ccc(CN3CCOCC3)cc2)cc1
 : 6.2% | 9
N#CC1=C(SCC(N)=O)NC(=O)CC1c1ccccc1Cl (configuration not stated)
 : -3.7% | 2
O=C(COC(=O)c1sc2cc(F)ccc2c1Cl)Nc1ncc(Cl)cc1Cl
 : 0.5% | 10

# Already shown: an excerpt of the list.
# The line under a structure holds: GlmU inhibition | Mtb RmlCD inh
CC(CNC(=O)c1cncc(O)c1)NC(=O)c1cncc(O)c1 (configuration not stated)
 : 0.4% | /
COc1ccc(C(=O)NC(=S)Nc2ccc(CN3CCOCC3)cc2)cc1
 : 6.2% | 9
N#CC1=C(SCC(N)=O)NC(=O)CC1c1ccccc1Cl (configuration not stated)
 : -3.7% | 2
O=C(COC(=O)c1sc2cc(F)ccc2c1Cl)Nc1ncc(Cl)cc1Cl
 : 0.5% | 10
